Screening data: PubChem BioAssay, Johns Hopkins Ion Channel Center
Kir21 block = inhibitors of mouse Kir2.1 inward-rectifier potassium channel. HEK293-Kir2.1, FluxOR thallium flux fluorescence; stronger effect = lower value. B-score at 10 µM. hit rate 0.85% among 310,000. AID 1672;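 active = fluorescence ratio B-score at or below minus 3 SD of library scores, with starting-brightness B-score within 2 SD, cut at about -4.2 in these data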;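 also: channel flux triggered by added potassium and thallium sulfate stimulus; B-score of peak minus minimum fluorescence over baseline after thallium stimulus; more negative B-score means stronger Kir2.1 block with less thallium influx; some compounds called inactive have numbers as strong as hits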
KCNQ2 block = KCNQ2 potassium channel inhibitors, primary screen, cell-based, CHO-K1, FluxOR thallium flux, B-score (AID 2156). O88943. 20 min; stronger effect = lower value. B-score at 10 µM. hit rate 1.1% among 310,000;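 active = fluorescence ratio B-score at most minus 3 library SDs, with starting brightness B-score within 2 library SDs, cut at about -5.5 in these data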
Target sequence (O88943 whole entry, looked up): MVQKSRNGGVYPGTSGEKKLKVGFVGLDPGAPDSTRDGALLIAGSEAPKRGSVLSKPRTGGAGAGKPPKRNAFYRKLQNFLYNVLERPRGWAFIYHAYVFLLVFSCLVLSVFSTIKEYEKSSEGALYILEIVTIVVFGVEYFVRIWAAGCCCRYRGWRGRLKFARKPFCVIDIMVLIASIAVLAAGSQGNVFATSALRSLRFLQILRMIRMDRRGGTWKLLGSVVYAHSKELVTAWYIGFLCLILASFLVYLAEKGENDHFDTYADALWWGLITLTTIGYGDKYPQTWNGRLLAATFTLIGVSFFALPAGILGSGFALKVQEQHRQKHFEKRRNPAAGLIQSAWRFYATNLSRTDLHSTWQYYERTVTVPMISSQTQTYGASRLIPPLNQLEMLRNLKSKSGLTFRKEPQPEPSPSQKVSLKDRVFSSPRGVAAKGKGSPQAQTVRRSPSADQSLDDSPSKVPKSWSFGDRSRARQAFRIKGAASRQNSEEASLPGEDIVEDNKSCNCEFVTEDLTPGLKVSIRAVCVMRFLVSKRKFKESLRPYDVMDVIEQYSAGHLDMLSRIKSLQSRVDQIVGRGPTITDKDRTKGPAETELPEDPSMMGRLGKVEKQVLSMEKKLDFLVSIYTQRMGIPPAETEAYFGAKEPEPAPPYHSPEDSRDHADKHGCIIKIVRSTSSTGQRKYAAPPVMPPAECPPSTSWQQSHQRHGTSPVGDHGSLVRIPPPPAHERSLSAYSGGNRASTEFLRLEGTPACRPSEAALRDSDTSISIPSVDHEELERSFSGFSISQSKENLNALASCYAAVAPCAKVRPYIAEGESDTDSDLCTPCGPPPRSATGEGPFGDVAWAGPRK
Numbers without * were called inactive; i = inactive.

SMILES | Kir21 block | KCNQ2 block
C/C(=N/NC(=O)c1ccc(C)s1)c1cccc(NC(=O)COc2ccc(Cl)cc2Cl)c1 | 1.59 | i
CCCCNC(=O)CCSc1nc2nc(C)cc(C)n2n1 | 0.04 | i
COc1ccc2o/c(=N/NC(=S)Nc3ccccc3)c(C(N)=O)cc2c1 | -0.06 | i
Cc1cc(C)c(-c2cc(C(=O)Nc3c(C)n(C)n(-c4ccccc4)c3=O)[nH]n2)c(O)c1 | 1.85 | i
O=C(CSc1cccc[n+]1[O-])c1ccc(Cl)s1 | 0.96 | i
CCCC(=O)N1CCN(c2ccc(NC(=O)C(C)(C)C)cc2)CC1 | -1.51 | i
CCOc1ccc2ncc(S(=O)(=O)c3ccccc3)c(N3CCN(c4ccccc4)CC3)c2c1 | -0.06 | i
CCn1ccnc1CN(C)Cc1cn(-c2cc(C)ccc2C)nc1-c1ccccc1 | -3.31 | -8.17*
O=C(Nc1ccccc1)C1CCN(C(=O)c2ccc(Br)cc2)CC1 | 0.65 | i
CC(NC(=O)C(=O)NN=C1CCCC1)c1ccccc1 (stereo not given) | 1.48 | i
CCOc1ccc(NC(=O)NCCN2CCN(c3ccccc3F)CC2)cc1 | -0.9 | i
C=CCNc1nc(-c2cccc(OC)c2O)nc2ccccc12 | 0.44 | i
O=C(CN1C(=O)CSc2ccccc21)NC1CCCC1 | -0.06 | i
O=C(CCS(=O)(=O)Cc1ccccc1)N1CCN(c2ccc([N+](=O)[O-])cc2)CC1 | 0 | i
COc1ccc(-n2c(SCC(=O)Nc3ccc(C(=O)O)cc3)nnc2-c2cccs2)cc1 | 0.67 | i
O=C(NC(=S)Nc1cccc(Cl)c1N1CCCC1)c1ccc(-c2cccc([N+](=O)[O-])c2)o1 | -0.99 | i
COCCNC(=O)c1ccccc1NC(=O)CCSc1ccccc1 | -0.9 | i
COc1cccc(N2CCN(c3ccc4nnc(CCC(=O)N5CCC(C)CC5)n4n3)CC2)c1 | -1.68 | i
COc1ccc(S(=O)(=O)N2CCOCC2)cc1Br | 1.59 | i
O=C1N[C@H](Cc2ccccc2)CO1 | 0.01 | i
CN(C)CCNc1c(N)c(=O)oc2ccccc12 | 0.71 | i
O=C(Nc1ccccc1F)c1cnccn1 | -0.5 | i
Cc1c(C)c2ccc(O)c(CN3CCCC3)c2oc1=O | -2.05 | i
COc1cc(/C=N\NC(=O)c2ccc(C)nc2)ccc1OC(=O)c1ccc2c(c1)OCO2 | -0.1 | i
COc1cc2c(cc1NC(=O)C(C)OC(=O)C1CC(=O)N(Cc3ccco3)C1)oc1ccccc12 (stereo not given) | 0.66 | i
S=c1nc(-c2ccccc2)n(Cc2cccnc2)c2c1CCCC2 | 0.07 | i
S=c1[nH]nc(C2CCCCC2)n1/N=C/c1ccncc1 | -0.52 | i
COc1ccc(C(C)(C)NC(=O)C2CCC(=O)N(C3CCCC3)C2)cc1OC (stereo not given) | -1.49 | i
CCNC(=O)CN(C1CCCCC1)S(=O)(=O)c1ccc(F)cc1 | -2.93 | i
CCN(CC)S(=O)(=O)c1cccc(NC(=O)COC(=O)CCC(=O)c2ccc(F)cc2)c1 | -1.04 | i
Cc1ccc(S(=O)(=O)N2CCN(C(C)CC(=O)O)CC2)cc1 (stereo not given) | 0.07 | i
CC(C)Cc1cc(CN2CCCC(CO)(Cc3cccc(Cl)c3)C2)[nH]n1 (stereo not given) | -1.96 | i
COCC(=O)Nc1ccc([N+](=O)[O-])cc1C | 2.2 | i
O=C(N/N=C/c1ccncc1)C1C2CCCCCCC21 (stereo not given) | 2.08 | i
C=C(C)CC1Nc2ccccc2NC1CC(=C)C (stereo not given) | 0.05 | i
Cc1ccc(C2=C/C(=C/c3cccs3)C(=O)O2)cc1 | -2.37 | i
Cc1[nH]c(=O)c(C#N)c(C)c1Cc1ccc(Cl)cc1Cl | 0.66 | i
COc1ccc(C(=O)NNC(=O)Cc2ccc([N+](=O)[O-])cc2)cc1 | 2.3 | i
COc1ccc(-c2ccc(CCC(=O)O)n2CC(C)C)cc1 | 0.1 | i
CN(C)S(=O)(=O)c1ccc(C(=O)Nc2nnc(SCc3cccc(F)c3)s2)cc1 | -1.74 | i
O=C(Nc1nncs1)c1cc(S(=O)(=O)N2CCCCC2)ccc1Cl | -0.27 | i
CCCc1nc(N2CCN(S(=O)(=O)c3ccc(Cl)cc3)CC2)c2c(C)c(C)sc2n1 | 2.02 | i
CCCc1c(C)nc2c(Br)cccc2c1Cl | 1.17 | i
CN(CCC#N)C(=O)COC(=O)c1nn(-c2ccccc2)c(=O)c2ccccc12 | 1.97 | i
C[C@H](NC(=O)c1nc[nH]c1C(=O)N[C@@H](C)C(=O)OC(C)(C)C)C(=O)OCc1ccccc1 | -0.11 | i
C[C@@]12C(=O)N(c3ccc(C(F)(F)F)cc3)C(=O)N1[C@@H]1c3ccccc3OC[C@@H]1[C@H]2c1ccccc1 | -0.39 | i
CCOc1ccccc1N(CC(=O)Nc1cccc(OC)c1)S(=O)(=O)c1ccccc1 | 0.61 | i
Cc1cccc(-n2c(CNC(=O)c3cccc([N+](=O)[O-])c3C)n[nH]c2=S)c1 | 1.86 | i
CC(=O)Nc1cc(C(=O)N2CCCC2)ccc1S(=O)(=O)c1ccc(Cl)cc1 | 1.05 | i
COc1ccc(-c2nsc(C(=O)N(c3ccc(F)cc3)C(C(=O)NC3CCCC3)c3ccc(OC)cc3)c2N)cc1 (stereo not given) | -1.32 | i

2 records drawn at random from those above, as already listed:
SMILES | Kir21 block | KCNQ2 block
CCOc1ccccc1N(CC(=O)Nc1cccc(OC)c1)S(=O)(=O)c1ccccc1 | 0.61 | i
Cc1cccc(-n2c(CNC(=O)c3cccc([N+](=O)[O-])c3C)n[nH]c2=S)c1 | 1.86 | i

Remaining list, next part
SMILES | Kir21 block | KCNQ2 block
O=C(NC1CCCC1)C(Cc1ccccc1)n1cccc1 (stereo not given) | -1.84 | i
O=C(/C=C/c1c(F)cccc1Cl)NCc1ccc2c(c1)OCO2 | 2.33 | i
Cc1ccc(C(=O)N/C(=C\c2ccc(F)cc2)C(=O)NCc2ccncc2)cc1 | 0.8 | i
Cc1ccc(C)c(-c2nnc(NC(=O)CS(=O)(=O)c3ccccc3)o2)c1 | 1.4 | i
CN(C)CCOCCP(=O)(c1ccccc1)c1ccccc1 | 1.07 | i
COc1ccc(Cn2nnc(C(=O)Nc3ccc4c(c3)OCCO4)c2N)cc1Br | 0.93 | i
Cc1ccccc1N1CCN(C2CCCN(C(=O)c3cn4c(C)cccc4n3)C2)CC1 (stereo not given) | -0.36 | i
CCOCCOC(=O)C1=C(C)Nc2ccc(C)cc2S1 | 2.23 | i
CCC(=O)c1ccc(OCC(=O)NCCc2ccccn2)cc1 | 0.48 | i
COc1cccc2c3c(c(C)nc12)CC(C)O3 (stereo not given) | -0.96 | i

An excerpt of these results, with each value named:
smiles: COc1cccc2c3c(c(C)nc12)CC(C)O3 (stereo not given)
- Kir21 block: -0.96
- KCNQ2 block: i
smiles: COc1ccc(Cn2nnc(C(=O)Nc3ccc4c(c3)OCCO4)c2N)cc1Br
- Kir21 block: 0.93
- KCNQ2 block: i
smiles: CCOCCOC(=O)C1=C(C)Nc2ccc(C)cc2S1
- Kir21 block: 2.23
- KCNQ2 block: i
smiles: CCC(=O)c1ccc(OCC(=O)NCCc2ccccn2)cc1
- Kir21 block: 0.48
- KCNQ2 block: i

(next part)
SMILES | Kir21 block | KCNQ2 block
Cc1nn(-c2ccccc2)c2[nH]c(=O)c(CNCCN3CCOCC3)cc12 | -1.4 | i
CCc1cc(C(=O)c2ccc(OC)cc2)c(N)s1 | 2.38 | i
COc1ccc2c(CC(=O)Nc3cccc(S(=O)(=O)N4CCOCC4)c3)coc2c1 | 1.35 | i
Cc1ccc(NC(=O)CCNS(=O)(=O)c2cc(Br)cnc2N)cc1Cl | -1.28 | i
COc1cc(/C=C2/SC(=S)N(CC(=O)O)C2=O)ccc1OC(=O)c1cccs1 | -0.09 | i
O=c1c2ccccc2nc2n1CCN2 | 2.07 | i
O=C1c2c([N+](=O)[O-])cc([N+](=O)[O-])cc2S(=O)N1Cc1ccccc1 (stereo not given) | 0.05 | i
O=C(CCN1C(=O)c2ccccc2C1=O)OCN1C(=O)c2ccccc2C1=O | 1.09 | i
CN(CC(=O)Nc1ccc(F)c(F)c1F)C(=O)c1ccc2c(c1)S(=O)(=O)N=C1CCCCCN12 | 1.2 | i
CCOCCCNC(=O)C(c1ccc(Cl)cc1)N1CCC2(CC1)OCCO2 (stereo not given) | -0.14 | i
CC(C)C[C@H](NC(=O)[C@@H]1Cc2c([nH]c3ccccc23)C2c3ccccc3C(=O)N21)C(=O)N1CCC[C@@H]1C(=O)O (stereo not given in full) | -0.2 | i
O=C(NCCCO)C(=O)Nc1cc2c3c(c1)CCN3C(=O)CC2 | -0.22 | i
CCN(C(=O)CSc1nc2cc(C(=O)OC)ccc2c(=O)n1Cc1ccco1)c1cccc(C)c1 | -0.01 | i
CCOc1ccc(CN(C)C(=O)CNC(=O)c2ccc(Br)o2)cc1OC | -0.03 | i
COc1cc(C(=O)NC(=S)Nc2cccc(-c3cc4ccccc4oc3=O)c2)cc(OC)c1OC | 0.5 | i
Cc1ccc(N2CCN(CC(O)COc3ccc([N+](=O)[O-])cc3)CC2)cc1 (stereo not given) | 1.48 | i
Cc1ccnc(N2C3CCC2CC(O)(c2ccccc2)C3)n1 (stereo not given) | 0.04 | i
CC1CCCC(C)N1C(=O)CSc1ncccn1 (stereo not given) | -0.33 | i
CCN(CC)C(=O)CSc1nc2ccc(NC(=O)CSc3nnc(COc4ccccc4C)n3C)cc2s1 | -2.25 | i
Cc1ccc(S(=O)(=O)N(CC(=O)N2CCC(C(N)=O)CC2)c2cccc(C(F)(F)F)c2)cc1 | -2.59 | i
O=C(O)C1CCC(c2ccc(-c3ccccc3)cc2)CC1 (stereo not given) | -0.28 | i
Cc1ccc(NC(=O)C2C3CCCC2C3c2ccccc2)cc1 (stereo not given) | -0.3 | i
O=C1NC(c2ccc(Br)cc2)Nc2sc3c(c21)CCC3 (stereo not given) | 0.49 | i
Cc1cc2c(c(C)nn2-c2ccccc2)c(=O)o1 | 1.92 | i
COC(=O)C1=C(C)N(C)C(=S)NC1c1ccc(OC)cc1OC (stereo not given) | -2.51 | i
Cc1oc(-c2ccccc2F)nc1CS(=O)CC(=O)NCCN1CCCCC1C (stereo not given) | -0.04 | i
COc1ccc(NC(=O)COC(=O)CNS(=O)(=O)c2ccc(C)cc2)c(OC)c1 | -3.25 | i
COc1ccc(N2CCN(C(=O)CCC(=O)c3cc(C)sc3C)CC2)cc1 | -0.17 | i
CCOC(=O)CCNC(=O)CCNC(=O)C(c1ccccc1)c1ccccc1 | -0.09 | i
Cc1ncsc1C(=O)N1CCCC(CNS(=O)(=O)c2cccs2)C1 (stereo not given) | 0.46 | i

Given with tabs: four of the compounds above
canonical_smiles	Kir21 block	KCNQ2 block
Cc1ccc(NC(=O)C2C3CCCC2C3c2ccccc2)cc1 (stereo not given)	-0.3	i
O=C1NC(c2ccc(Br)cc2)Nc2sc3c(c21)CCC3 (stereo not given)	0.49	i
Cc1cc2c(c(C)nn2-c2ccccc2)c(=O)o1	1.92	i
COC(=O)C1=C(C)N(C)C(=S)NC1c1ccc(OC)cc1OC (stereo not given)	-2.51	i

Further entries:
SMILES | Kir21 block | KCNQ2 block
CC(Oc1ccc(Cl)cc1)c1ccnn1S(=O)(=O)c1ccc(Cl)cc1 (stereo not given) | 0.31 | i
O=C(N/N=C/c1cccnc1)c1ccc(F)cc1 | -1.01 | i
Cc1cc(Cl)ccc1N(CC(=O)NCCSCc1ccco1)S(C)(=O)=O | -1.94 | i
CC1(c2nnc(-c3cccc(Cl)c3)o2)CC(c2ccc(OC(F)(F)F)cc2)=NO1 (stereo not given) | -0.01 | i
CCOc1ccc(NC(=O)CSc2nc(-c3cccs3)cc(C(F)(F)F)n2)c([N+](=O)[O-])c1 | -0.91 | i
Cc1cccc(Cl)c1NNC(=O)Nc1c([N+](=O)[O-])c(C)nn1C | 0.29 | i
COCCNC(=O)CC(=O)N/N=C/c1ccc(C(=O)OC)cc1 | -0.6 | i
Cc1cc(NC(=O)CSCC(=O)N(c2cccc(Cl)c2)C(C(=O)NC2CCCCC2)c2ccc(O)c(O)c2)no1 (stereo not given) | 0.97 | i
O=C(NCc1ccccc1)C12CC3CC(CC(Cl)(C3)C1)C2 | -0.43 | i
CCOc1cc(/C=N/NC(=O)CNc2cccc(C)c2)ccc1OC(=O)c1ccccc1 | -0.68 | i
ClCCN1C2=NCCCN2c2ccccc21 | -1.89 | i
O=C1/C(=C/Nc2ccc3c(c2)OCO3)CCc2ccccc21 | 0.12 | i
CCOC(=O)C1(Cc2ccc(OC)cc2)CCN(C(=O)C2CC(=O)N(C3CC3)C2)CC1 (stereo not given) | -1.67 | i
c1ccc2c(Cn3ccnc3)c[nH]c2c1 | 0.48 | i
CCOC(=O)c1nc(C)n(-c2ccc(Cl)cc2Cl)n1 | -0.25 | i
COc1cccc(C(=O)NC(=S)Nc2ccccc2N2CCOCC2)c1 | -0.47 | -8.67*
N#Cc1c(N)nc2c(c1-c1ccccc1)CCC2 | -1.11 | i
CC(C)Cc1ccc(CN2CCCC(NC(=O)c3cnc4ccccn4c3=O)C2)cc1 (stereo not given) | 0.47 | i
CN(Cc1ccccc1)C(=O)Cn1c(=O)oc2cc(S(=O)(=O)N3CCCC3)ccc21 | 0.76 | i
CC(C)CN(CC(C)C)C(=O)CN1C(=O)NC2(CCc3ccccc3C2)C1=O (stereo not given) | 0.84 | i
COc1cccc(C2=CC(c3ccc(OC)c(OC)c3)NC(=S)N2)c1 (stereo not given) | 1.3 | i
Cc1ccc2nsnc2c1N(S(C)(=O)=O)S(C)(=O)=O | -0.43 | i
COc1cccc(OCc2cc(C(=O)NCc3cnc4ccccn34)no2)c1 | 0.31 | i

An unsorted share of the library; any-hit rate near 1.9%.
